C-LANA FP = inhibitors of KSHV LANA C-terminal domain DNA binding | MBP-C-LANA/FAM-LBS DNA binding, fluorescence polarization | inhibition, % at 9 µM | 0.078% of 340,000 active | AID 504423;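 active = highest replicate inhibition at or above 60% at 9 µM, even if other replicates fall short; inactive = all replicates below 60% inhibition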;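 also: 0% = neutral control wells and 100% = 4 µM acridine orange control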
PKA-R2B act = activates the human PKA-R2B holoenzyme complex | PKA-R2B holoenzyme dissociation, Cy5-IP20 fluorescence polarization; R2B truncated from residue 108, S112A mutant; 0% DMSO only, 100% 113 µM cGMP | activation, % at 11.4 µM | 0.079% of 340,000 active | AID 504700;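 active = activation above a cutoff set at the mean over all compounds plus 3 SD, cut at about 18% in these data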;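 also: higher means more holoenzyme dissociation and a rise in polarization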
Keap1-Nrf2 PPI = inhibitors of human Keap1-Nrf2 protein-protein interaction. Keap1 Kelch-Nrf2 peptide fluorescence polarization, 1536-well. inhibition, % at 9.4 µM. AID 504523. 0.15% of 340,000 active. Q14145; in the data active = inhibition above about 12%;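 also: human Keap1 Kelch domain with fluorescein labeled Nrf2 9mer peptide probe; 0% = neutral control wells and 100% = peptide positive control; higher means more block of Keap1 binding to Nrf2 peptide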
RTF Ca sens inh = cardiac RTF calcium desensitization | 0.12% of 340,000 active | P19429+P45379 | inhibition, % at 7.15 µM | AID 493244 | IANBD-labeled cardiac RTF, Ca2+ fluorescence;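 active = inhibition above the mean inhibition of all tested compounds plus 3 SD, cut at about 17% in these data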;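 also: assay run at fixed EC70 calcium of 1.6 mM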
DAGLB inhibitor = diacylglycerol lipase beta (human) inhibition; 0.059% of 340,000 active; AID 504411; Q8NCG7; HEK293T DAGLB membrane lysate, EnzChek fluorogenic substrate; inhibition, % at 5.17 µM; in the data active = inhibition above about 34%;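 also: 0% = enzyme with vehicle and 100% = wells lacking enzyme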
Target sequence (Q8NCG7 whole entry, looked up): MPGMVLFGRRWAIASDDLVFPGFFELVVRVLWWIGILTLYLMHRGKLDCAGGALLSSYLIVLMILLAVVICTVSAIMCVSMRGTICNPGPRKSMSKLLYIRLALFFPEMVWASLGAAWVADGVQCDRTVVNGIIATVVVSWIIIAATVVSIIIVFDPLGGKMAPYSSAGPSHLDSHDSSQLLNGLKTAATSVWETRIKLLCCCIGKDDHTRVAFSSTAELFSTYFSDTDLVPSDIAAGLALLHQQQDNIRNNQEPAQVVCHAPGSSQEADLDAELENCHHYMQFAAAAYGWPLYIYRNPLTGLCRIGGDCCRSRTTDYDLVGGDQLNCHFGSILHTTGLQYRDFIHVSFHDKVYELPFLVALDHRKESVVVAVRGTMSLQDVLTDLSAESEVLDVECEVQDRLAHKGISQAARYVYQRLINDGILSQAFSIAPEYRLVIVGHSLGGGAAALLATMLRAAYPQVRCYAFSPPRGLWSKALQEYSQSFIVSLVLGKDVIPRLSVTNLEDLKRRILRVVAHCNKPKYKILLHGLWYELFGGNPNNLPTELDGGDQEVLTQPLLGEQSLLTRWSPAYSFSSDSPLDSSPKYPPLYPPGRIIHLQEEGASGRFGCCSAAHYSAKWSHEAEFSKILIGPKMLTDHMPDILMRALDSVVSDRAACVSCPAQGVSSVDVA
CAL PDZ FP-1 = blocks peptide binding to human CAL PDZ domain; Q9HD26; AID 504414; 0.02% of 330,000 active; purified CAL PDZ, TMR-peptide fluorescence polarization, 1 h; inhibition, % at 20 µM;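 active = highest replicate inhibition of at least 40%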;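 also: plate controls were DMSO neutral control wells for no effect and unlabeled competitor peptide control wells for full effect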
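material = purified tagged CAL PDZ domain construct (CerCALP) | buffer or medium = sodium phosphate/NaCl buffer pH 7.4 with TCEP, IgG, Thesit | reagent = TMR-labelled reporter peptide T*-PRC34 bound in PDZ groove | incubation = 1 h room-temperature incubation prior to read | measured by = fluorescence polarization (mP) | evaluation = percent inhibition from loss of millipolarization | control set = unlabelled peptide and DMSO controls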
Rtt109 HAT inh = blocks Candida albicans Rtt109/Vps75 acetyltransferase activity. inhibition, % at 34.9 µM. 0.16% of 330,000 active. AID 540336. purified Rtt109/Vps75, ThioGlo CoA-SH fluorescence, 4 h;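 active = inhibition of at least 50% in every replicate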
Target sequence (Q5AAJ8 whole entry, looked up): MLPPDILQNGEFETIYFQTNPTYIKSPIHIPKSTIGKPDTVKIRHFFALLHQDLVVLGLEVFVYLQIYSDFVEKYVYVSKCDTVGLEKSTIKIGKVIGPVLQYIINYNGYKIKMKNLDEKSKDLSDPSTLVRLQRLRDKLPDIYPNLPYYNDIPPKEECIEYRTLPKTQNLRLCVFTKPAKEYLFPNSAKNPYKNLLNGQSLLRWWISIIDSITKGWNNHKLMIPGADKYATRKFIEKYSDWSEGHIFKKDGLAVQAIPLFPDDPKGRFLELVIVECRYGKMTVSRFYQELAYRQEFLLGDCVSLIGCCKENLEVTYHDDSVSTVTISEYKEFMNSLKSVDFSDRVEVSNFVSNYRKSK
CAL PDZ FP-2 = inhibitors of human CAL PDZ peptide binding | Q9HD26 | purified CAL PDZ, TMR-peptide fluorescence polarization, 1 h | inhibition, % at 24.9 µM | 0.92% of 300,000 active | AID 602252;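 active = mean inhibition of at least 30% with at least half of replicates also reaching 30%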;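 also: 0% = DMSO neutral control and 100% = excess unlabeled competitor peptide PRC23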
SR-BI uptake up = enhances SR-BI lipid uptake from DiI-HDL. CHO ldlA[mSR-BI] cells, DiI-HDL uptake fluorescence, 3 h; 100 = double the neutral-control signal. activation, % at 12.5 µM. 0.096% of 320,000 active. AID 504775;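 active = mean replicate activation of at least 60% and every replicate at or above 60%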;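 also: 0% = median plate neutral-control signal and 100% = twice that signal; values of inactives mirror those of a sister screen read the other way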
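System: CHO ldlA[mSR-BI] cells / Medium: HEPES-buffered (25 mM, pH 7.4) F12 plus 0.5% BSA / Probe or stimulus: labelled HDL, 10 µg/mL / Doses: single compound concentration, delivered by pin transfer / Schedule: 3 h, 37 °C / Measured by: DiI fluorescence, bottom read / Measure: cell-associated DiI fluorescence as measure of HDL uptake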
cardiac RTF act = cardiac RTF calcium sensitization; P19429+P45379; IANBD-labeled TnC RTF fluorescence at EC20 calcium; 0% EC20 calcium, 100% full calcium; activation, % at 7.2 µM; 0.24% of 340,000 active;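 active = activation above the mean over all tested compounds plus 3 SD, cut at about 30% in these data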;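 also: rise in fluorescence read as greater calcium sensitivity of cardiac thin filaments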
An asterisk follows results filed as active; · = not tested or not shown. Compounds as they come; any-hit rate near 1.6%.

SMILES	C-LANA FP	PKA-R2B act	Keap1-Nrf2 PPI	RTF Ca sens inh	DAGLB inhibitor	CAL PDZ FP-1	Rtt109 HAT inh	CAL PDZ FP-2	SR-BI uptake up	cardiac RTF act
CSCCC(NC(=O)c1ccco1)C(=O)OCC(=O)Nc1ncc(Cl)c(C)c1Cl (centres undefined)	2.5	-4.9	-2.0	-2.8	-0.2	0.0	-3.1	-4.1	24.9	-2.6
O=S(=O)(Nc1cc2nc3ccccc3nc2n1Cc1ccccc1)c1ccc(Cl)cc1	3.2	21.8*	-2.8	-11.6	12.5	-1.5	5.1	-1.8	-14.1	-2.9
Nc1nc(-c2ccc(C(=O)O)cc2)cs1	30.5	-9.1	-7.4	-7.8	-0.1	·	6.3	0.6	9.3	1.4
Cn1ncc(C(N)=O)c1NC(=S)NC(=O)c1ccc(Br)o1	-1.0	-6.9	-1.6	-10.6	1.6	-1.2	-1.0	4.3	-9.5	0.1
COc1ccc(/C=N/Nc2nc(Nc3ccccc3)nc(N3CCCC3)n2)cc1[N+](=O)[O-]	0.6	8.5	1.3	-2.9	-1.3	0.0	0.8	20.4	-70.5	8.1
O=C(c1ccc2c(c1)OCO2)N(CC1CCCO1)C1(C(=O)NC2CCCCC2)CCCCC1 (centres undefined)	-2.0	-4.7	-0.1	-1.8	-4.1	-1.9	0.4	-3.5	-0.7	2.7
CCCCn1c(N(CCOC(C)=O)C(C)=O)nc2ccccc21	0.8	-13.7	-3.8	-3.8	1.1	-0.1	-7.8	·	16.5	1.1
COc1cc2ccccc2ccc1=NO	-1.0	-3.4	-5.5	0.3	-0.8	-0.4	4.1	0.8	10.8	0.2
Cc1nc(N)c(C#N)c(-c2ccc3c(c2)OCO3)c1C	-0.3	1.3	-3.0	11.0	0.9	-0.5	0.4	-1.9	9.3	-4.3
Cc1c(C(=O)N2CCN(CC(=O)Nc3ccccc3Cl)CC2)oc2ccc(Br)cc12	1.7	-1.0	2.8	0.5	-1.7	-1.0	-5.3	2.7	-1.5	4.6
C=CCN1CCN(C(CCC)c2nnnn2Cc2ccco2)CC1 (centres undefined)	1.6	-2.8	-0.1	0.5	1.2	-0.2	-3.6	·	6.0	-1.8
Cc1ccc2oc(-c3ccco3)nc2c1	-2.1	1.5	-6.2	-8.7	1.1	-0.1	-9.8	-3.3	13.5	-1.3
O=C(c1ccc(S(=O)(=O)Nc2cccc(C(F)(F)F)c2)cc1)N1CCN(c2ccccc2O)CC1	-0.7	-1.2	-1.7	-7.1	3.9	-2.2	-5.0	-6.8	-34.4	-5.1
COc1ccc(CC(=O)N(Cc2cc3cc(OC)ccc3[nH]c2=O)C(C)C)cc1	-1.2	0.5	-0.1	-4.0	1.6	-0.7	-8.1	-1.9	37.6	-0.5
O=C(NC1CCCc2ccccc21)c1ccccc1Br (centres undefined)	0.4	-4.0	-0.3	-1.5	-0.2	-0.1	0.2	-2.4	-4.2	-1.6
CCN(C1CCCCC1)S(=O)(=O)CCNC(=O)c1ccc2c(c1)OCO2	0.6	-7.5	-2.8	5.5	2.5	0.0	-1.1	-2.8	10.9	-2.4
CCCNC(=O)c1ccccc1NC(=O)CSCc1ccc(OC)cc1	-0.8	-8.1	-1.4	-4.8	-0.3	-0.1	13.0	·	-22.9	-2.9
Cc1nnc(NC(=O)COc2ccccc2)s1	-0.9	1.5	-0.3	-3.1	2.3	-3.7	·	0.3	-0.7	7.1
Cc1cc(=O)c2ccccc2s1	0.4	-0.8	-4.7	-7.3	-1.5	1.0	11.2	-3.6	8.5	-1.3
CCN(CC)C(=O)CSc1nc2cccnc2n1-c1ccccc1OC	0.6	-3.0	-2.7	-2.5	1.5	0.4	-12.1	0.1	7.7	-7.9
O=[N+]([O-])c1ccc(COc2cccc(CNc3ccc(F)cc3)c2)cc1	-0.4	-5.1	-3.0	-3.2	-7.8	1.1	-3.7	-2.4	3.8	0.7
C=CCNC(=S)Nc1c(C(=O)OC)[nH]c2cc(OC)ccc12	-0.5	-7.7	-5.1	1.3	-2.1	0.6	-10.9	·	-14.9	-1.1
O=C(O)C1CCCCC1C(=O)Nc1cccc(C(=O)N2CCCCC2)c1 (centres undefined)	0.5	-7.0	-9.4	-2.2	3.3	-2.1	·	-4.7	0.1	7.9
CCn1c(O)c(N=Nc2ccc(Cl)c(C(=O)O)c2)c2ccccc21	-3.4	5.0	-2.7	-2.8	8.7	-1.1	19.6	-1.5	43.9	-0.1
Cc1ccc(S(=O)(=O)N2CCOCC2)cc1C(=O)N1CCCC1	-1.4	8.6	-0.7	-7.8	-2.9	-1.3	-6.9	·	·	-2.9

Continued.
SMILES	C-LANA FP	PKA-R2B act	Keap1-Nrf2 PPI	RTF Ca sens inh	DAGLB inhibitor	CAL PDZ FP-1	Rtt109 HAT inh	CAL PDZ FP-2	SR-BI uptake up	cardiac RTF act
C[C@H](CO)N1C[C@H](C)[C@@H](CN(C)Cc2ccncc2)Oc2c(NS(=O)(=O)c3cn(C)cn3)cccc2C1=O	0.2	11.2	-3.3	-3.0	3.5	-0.2	1.1	0.0	25.6	11.9
CCCCC1=CC2=CC(=O)C(C)(OC(=O)CC)C(=O)C2=CN1Cc1ccc2c(c1)OCO2 (centres undefined)	3.1	-6.5	2.5	-25.5	2.9	0.2	11.2	1.0	8.4	-1.7
CC1(C)C(=O)Nc2ccccc2N1C(=O)COC(=O)CSc1ccc(Cl)cc1	2.0	2.9	-1.6	4.6	0.9	-0.5	4.2	-2.4	18.3	1.2
Cc1nnsc1C(=O)NC1CCCc2c1cnn2-c1ccc(F)cc1F (centres undefined)	1.7	-5.9	-3.8	-8.2	0.3	-1.9	-11.2	-1.6	5.3	2.5
O=C(COC(=O)/C=C/c1cccs1)Nc1nc(-c2cccc(Br)c2)cs1	-1.0	-3.0	1.3	4.9	-12.8	-0.5	-13.5	-0.2	-28.4	-2.2
COc1ccc(CC(C)Nc2ccccc2F)cc1 (centres undefined)	0.7	-2.6	-2.4	4.6	-5.7	0.9	6.7	1.6	15.4	0.5
COc1cccc(C2C=C(c3ccc(Br)s3)Nc3ncnn32)c1OC (centres undefined)	17.2	-2.7	-9.8	-38.6	-11.5	-0.6	-171.4	-2.3	6.1	37.1*
Cc1ccc(Oc2ccccc2NC(=O)CSCC(=O)Nc2cc(C)on2)cc1	-0.7	-9.7	-1.5	-4.8	1.9	-1.8	2.6	-4.7	-8.9	-3.2
Cc1ccc(Cc2nc(-c3ccncc3)no2)cc1	-0.9	4.7	-5.3	2.9	0.4	-2.8	-1.3	0.0	3.0	-1.4
CC1CCCCN1c1nc(-c2ccncc2)nc2ccccc12 (centres undefined)	-3.4	-7.6	0.5	-0.5	-1.8	-1.2	-3.6	-2.5	-45.8	-5.9
COc1ccc(NC(=O)c2cn(-c3ccccc3)nc2SC)cc1	-0.5	-4.1	-1.7	-5.4	-2.1	-0.1	-7.9	2.1	-22.5	0.2
CN(CC(=O)Nc1ccccc1F)CC(=O)Nc1ccc(F)c(F)c1F	-0.5	0.6	0.0	-1.4	-5.1	-2.5	·	-1.8	10.0	-7.2
COc1ccc(CCNCC(O)COc2c(C)cccc2C)cc1OC (centres undefined)	-0.9	-5.2	-2.6	-5.2	-2.5	0.4	-0.9	-7.3	4.8	1.1
CC1CCN(Cc2nnnn2CCCC(=O)N(C)C(C)c2ccccn2)CC1 (centres undefined)	0.4	-13.9	-3.1	-11.9	-2.5	-0.2	8.8	-3.7	9.5	-3.5
O=S(=O)(c1ccc(-c2n[nH]c(=S)o2)cc1)N1CCCCC1	-0.5	2.2	2.7	-3.4	0.0	-2.7	-2.9	-7.4	·	-8.7
NC(=O)C1(c2ccccc2)CCCN1C(=O)c1ccccc1Br (centres undefined)	1.9	-9.6	-1.6	-3.8	-2.3	-0.6	-6.2	0.0	4.5	1.7
CSCCC(NC(=O)c1cccc(C)c1)C(=O)OCC(=O)NC(=O)c1cccn1C (centres undefined)	0.6	-5.2	-6.5	-5.9	-2.8	-0.6	-7.6	0.1	2.1	3.1
C=CCNc1nc(Nc2ccc(OC)cc2)nc(OCC)n1	-1.7	-1.8	-7.0	-5.0	-1.0	0.6	0.6	-5.4	-27.4	-3.5
C=CCn1c(Oc2ccccc2)nc2c1c(=O)n(C)c(=O)n2C	0.4	-13.5	-5.7	-11.3	-1.6	-1.9	-7.1	-4.4	24.5	3.3
Cc1ccccc1-n1nc(C(=O)O)c(C)c(C#N)c1=O	-0.4	0.4	-2.9	-7.7	-1.7	-1.8	6.4	0.6	6.5	1.2
CC(C)(C)c1ccc(S(=O)(=O)N2C=CC(C(F)(F)F)=NCC2)cc1	-3.2	-2.2	0.8	-8.7	-2.9	-2.0	4.0	-0.8	17.7	4.7
O=C(NCCNc1ccc([N+](=O)[O-])cc1)c1ccc(Cl)cc1	-1.1	2.6	2.1	-6.6	-1.5	-3.1	-3.1	-7.3	-23.9	-2.5
Cc1cccc(NC(=O)COC(=O)c2cc3ccccc3oc2=O)c1	2.2	6.7	-3.5	-8.9	-4.0	-0.3	-0.1	·	9.2	1.9
CCC(C)(C(=O)NC1CCCC1)N(C)C(=O)Cc1c[nH]c2ccccc12 (centres undefined)	-1.6	-6.6	-1.5	4.7	-0.1	-1.0	10.0	·	4.3	7.7
Cc1ccc(-c2noc(CNC(=O)c3ccoc3C)n2)cc1	-0.3	-7.5	-6.0	-5.7	-2.8	-2.1	0.8	-2.3	-1.3	1.6
CC(=O)Nc1ccc(OCC(O)Cn2c(C)nc3ccccc32)cc1 (centres undefined)	0.6	0.1	-0.1	0.3	-2.2	-2.0	-3.6	-4.3	-0.6	3.4
C=CCC[C@@H](Cc1ccc(F)cc1)C(=O)OC[C@@H]1CCCN1C(=O)[C@H](CC=C)CC(=O)N[C@H](CO)Cc1ccccc1	2.4	3.3	-5.4	4.4	-3.0	0.1	21.9	-1.9	2.5	-2.4
Cc1cccc(C)c1NC(=O)CNC(=O)c1ccc2c(c1)NC(=O)CS2	-0.6	-5.5	-3.9	-1.5	3.1	-0.8	1.7	-0.6	32.9	3.0
CCCc1ccc(S(=O)(=O)N2CCN(Cc3ccco3)CC2)cc1	0.3	-7.8	2.5	-1.5	-2.5	0.4	5.9	-3.6	-4.1	-4.0

Among those listed so far, 2 have a CF3 group:
SMILES	C-LANA FP	PKA-R2B act	Keap1-Nrf2 PPI	RTF Ca sens inh	DAGLB inhibitor	CAL PDZ FP-1	Rtt109 HAT inh	CAL PDZ FP-2	SR-BI uptake up	cardiac RTF act
O=C(c1ccc(S(=O)(=O)Nc2cccc(C(F)(F)F)c2)cc1)N1CCN(c2ccccc2O)CC1	-0.7	-1.2	-1.7	-7.1	3.9	-2.2	-5.0	-6.8	-34.4	-5.1
CC(C)(C)c1ccc(S(=O)(=O)N2C=CC(C(F)(F)F)=NCC2)cc1	-3.2	-2.2	0.8	-8.7	-2.9	-2.0	4.0	-0.8	17.7	4.7

Compound activity as filed in PubChem.
